Screening results: PubChem, The Scripps Research Institute Molecular Screening Center
DDE Tn7 FP inh: DD(E)-Tn7 binding inhibition, primary FP screen; P02675; FP displacement of FITC-Tn7 peptide from fibrin DD(E); 0% = median of compound wells per plate; inhibition, % at 8.3 µM; hit rate 0.13% among 370,000; AID 720508;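 active means inhibition above the mean of compounds falling within the control limits plus 3 SD of them, cut at about 14% in these data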;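 further: 0% = plate median of compound wells and 100% = 10 µM Aha-Tn7 peptide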
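System: human fibrin DD(E); quantity: Fibrin-DD(E) at 2 µM final; also added: fluorescent Tn7 probe at 0.1 µM; compound dosing: single nominal test concentration of 8.3 µM per compound; schedule: 10 min preincubation, 3 h with tracer, room temperature; detection: fluorescence polarization of the labelled Tn7 tracer; repeats: one replicate per compound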
PLC-gamma1 inh: PLC-gamma1 (human) inhibition, primary screen; P19174; purified PLC-gamma1, fluorogenic substrate, fluorescence; inhibition, % at 12.2 µM; hit rate 0.84% among 370,000; AID 720700; in the data active means inhibition above about 9.5%
DDE Tn6 FP inh: disrupts Tn6 cyclic peptide binding to fibrin D-Dimer-E complex. AID 720509. P02675. hit rate 0.21% among 370,000. Fibrin DD(E) TRITC-Tn6 fluorescence polarization displacement. inhibition, % at 8.3 µM;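 active means inhibition above a per-campaign cutoff: mean of compounds within control limits plus 3 SD, cut at about 15% in these data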;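 further: 0% = median of all compound wells on the plate and 100% = blocking peptide control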
PLC-beta3 inh: blocks human PLC-beta3 enzyme activity; inhibition, % at 12.2 µM; hit rate 0.18% among 370,000; Q01970; Purified PLC-beta3, fluorogenic substrate, fluorescence; AID 720704; in the data active means inhibition above about 11%;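 further: 0% = median of compound wells on plate and 100% = full blocker control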
ARFGAP1 inh: inhibits rat ARF GTPase activating protein 1. Arfgap1-stimulated ARF1 GTP hydrolysis, GDP FP detection. inhibition, % at 16.5 µM. hit rate 0.26% among 360,000;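 active means inhibition above a per-plate limit, mean inhibition of low control wells plus 3 SD, cut at about 25% in these data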;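 further: 0% = DMSO wells with enzyme and 100% = wells lacking Arfgap1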
Target sequence (Q62848 1-136 limits assumed): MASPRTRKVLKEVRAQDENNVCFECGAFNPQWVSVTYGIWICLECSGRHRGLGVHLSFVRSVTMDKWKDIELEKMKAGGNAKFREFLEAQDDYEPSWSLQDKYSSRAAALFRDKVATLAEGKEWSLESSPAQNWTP
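Material: rat Arfgap1 catalytic domain, aa 1-136; also added: human ARF1(Δ1-17)-GTP substrate; compound dosing: one concentration, 16.5 µM, DMSO 1.26%; incubation: GTP hydrolysis reaction 2 h at 25 °C; measured by: Tracer-displacement fluorescence polarization with EDTA stop, 620/688 nm; evaluation: % inhibition from polarization; repeats: one replicate per compound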
SIAE primary: human SIAE inhibition, primary screen | Q9HAT2 | SIAE FP-Rh probe binding, fluorescence polarization | inhibition, % at 9.66 µM | hit rate 0.69% among 370,000 | AID 1053197;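 active means inhibition above a cutoff: mean of compounds within the control limits plus 3 SD of those, cut at about 17% in these data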;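 further: 0% = plate median of compound wells and 100% = probe without SIAE protein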
ASAP1 GAP inh: ASAP1 ArfGAP inhibition. Q9ULH1. ASAP1-stimulated ARF1 GTP hydrolysis, GDP FP detection. inhibition, % at 16.5 µM. hit rate 0.19% among 360,000; in the data active means inhibition above about 25%;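 further: 0% = vehicle with enzyme and substrate and 100% = no enzyme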
TDP2 inh: blocks human TDP2 phosphodiesterase activity; O95551; recombinant TDP2, T5PNP hydrolysis, p-nitrophenol absorbance 415 nm; inhibition, % at 12.8 µM; hit rate 0.34% among 370,000;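 active means inhibition above the mean of all tested compounds plus 3 SD, set per campaign, cut at about 25% in these data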;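 further: 0% = DMSO with enzyme and 100% = buffer with substrate but no TDP2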
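Material: recombinant human TDP2; quantity: TDP2 enzyme at 120 nM final; medium: Tris-HCl pH 7.5 with MgCl2; compound: single concentration, 12.8 µM nominal, with 1% DMSO; incubation: 2 h enzyme incubation at 37 °C; signal: epi absorbance; measure: percent inhibition; benchmarks: high control without enzyme, low control DMSO plus TDP2; repeats: singlicate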
ADAM10 inh: inhibits human ADAM10 | O14672 | recombinant ADAM10, EDANS/DABCYL FRET peptide cleavage, 3 h | inhibition, % at 7 µM | hit rate 0.62% among 370,000 | AID 720582;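 active means inhibition above a per-campaign cutoff equal to the mean of compounds falling between control-based bounds plus 3 SD, cut at about 20% in these data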;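 further: 0% = DMSO wells while the 100% control is not disclosed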
ADAM17 inh: inhibits human ADAM17; recombinant ADAM17, EDANS/DABCYL FRET peptide cleavage; P78536; inhibition, % at 6.95 µM; hit rate 0.83% among 370,000;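 active means inhibition above the mean of compounds lying between control limits plus 3 SD, set per campaign, cut at about 8.5% in these data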;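 further: 0% = DMSO-only wells as the low control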
Target sequence (P78536 215-824 limits assumed): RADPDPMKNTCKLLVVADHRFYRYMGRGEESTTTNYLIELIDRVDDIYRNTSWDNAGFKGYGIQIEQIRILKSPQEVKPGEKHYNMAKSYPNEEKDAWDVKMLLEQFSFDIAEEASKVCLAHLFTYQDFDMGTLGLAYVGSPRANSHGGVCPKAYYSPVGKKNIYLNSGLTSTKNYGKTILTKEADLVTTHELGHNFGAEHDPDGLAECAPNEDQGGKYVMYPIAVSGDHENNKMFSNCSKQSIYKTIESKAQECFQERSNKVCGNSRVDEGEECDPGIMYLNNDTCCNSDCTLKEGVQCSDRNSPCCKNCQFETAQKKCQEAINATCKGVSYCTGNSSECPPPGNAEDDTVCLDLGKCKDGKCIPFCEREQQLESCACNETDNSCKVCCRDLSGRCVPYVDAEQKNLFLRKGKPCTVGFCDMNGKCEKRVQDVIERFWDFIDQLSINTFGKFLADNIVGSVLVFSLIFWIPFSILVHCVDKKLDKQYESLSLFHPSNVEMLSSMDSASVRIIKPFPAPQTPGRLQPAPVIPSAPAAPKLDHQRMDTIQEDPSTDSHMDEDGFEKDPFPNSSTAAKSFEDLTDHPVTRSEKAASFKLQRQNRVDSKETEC
Active calls of the source: *.

SMILES	DDE Tn7 FP inh	PLC-gamma1 inh	DDE Tn6 FP inh	PLC-beta3 inh	ARFGAP1 inh	SIAE primary	ASAP1 GAP inh	TDP2 inh	ADAM10 inh	ADAM17 inh
Cc1cc(C)n2c(Nc3ccc4c(c3)OCCO4)c(-c3ccc(C)o3)nc2n1	-3	-56	-8	-62	-8	17*	-8	-2	-12	-2
C=CCOc1ccc(CNC(C)(C)C)cc1OC	-5	-1	-4	5	6	3	-11	3	-1	1
Cc1ccc(C)c(NC(=S)NCC(c2cccnc2)N2CCOCC2)c1 (configuration not stated)	7	-3	-1	3	-1	11	7	0	8	5
O=C(Cc1ccc(Cl)cc1)NN1C(=O)c2ccccc2C1=O	-4	11*	-7	4	-5	-13	9	-21	9	6
Cc1cccc(NC(=O)c2cc(NC(=O)c3ccccc3)ccc2N2CCCCC2)c1	3	0	-1	-1	4	-2	-3	10	2	0
Cc1ccc(C)c(NC(=O)CN(C)C(=O)c2oc3c(Cl)cccc3c2C)c1	-9	3	4	-10	22	-7	12	-5	-1	-4
O=C1CC(c2ccc(O)c(O)c2)Oc2c1ccc(O)c2O (configuration not stated)	3	5	1	-7	-11	11	-1	-11	6	1
O=C1CCCCC1C(=O)c1ccccc1 (configuration not stated)	-9	1	1	-2	3	-3	7	-2	-1	-4
COc1ccc(NC(=O)C2CSC(C)(C)N2C=O)cc1 (configuration not stated)	4	1	-3	0	2	-1	8	9	4	-3
COc1ccc(C(=O)NCc2nnc(SCC(=O)N3CCCCC3)o2)cc1OC	5	1	9	-18	-5	-4	7	0	0	-4
COc1ccc(-c2sc3cc4c(cc3c2C#CC2(N)CCCCC2)OCO4)cc1	3	-29	-5	-44	12	0	18	2	-60	-21
COc1ccccc1C(=O)NNC(=O)c1ccc(F)cc1	10	1	1	1	1	3	7	9	5	-4

2 neighbouring records out of the list so far, for reference:
SMILES	DDE Tn7 FP inh	PLC-gamma1 inh	DDE Tn6 FP inh	PLC-beta3 inh	ARFGAP1 inh	SIAE primary	ASAP1 GAP inh	TDP2 inh	ADAM10 inh	ADAM17 inh
O=C(Cc1ccc(Cl)cc1)NN1C(=O)c2ccccc2C1=O	-4	11*	-7	4	-5	-13	9	-21	9	6
Cc1cccc(NC(=O)c2cc(NC(=O)c3ccccc3)ccc2N2CCCCC2)c1	3	0	-1	-1	4	-2	-3	10	2	0

Later entries
SMILES	DDE Tn7 FP inh	PLC-gamma1 inh	DDE Tn6 FP inh	PLC-beta3 inh	ARFGAP1 inh	SIAE primary	ASAP1 GAP inh	TDP2 inh	ADAM10 inh	ADAM17 inh
CCn1cc(C(=O)NC(=S)Nc2cccc(O)c2)cn1	2	5	-2	1	8	-4	7	-14	-3	-3
NC(=O)[C@@H]1CCCNc2c(F)cc([N+](=O)[O-])cc2C(=O)N[C@@H](CO)C(=O)NCC(=O)N1	2	3	-8	-1	4	-6	7	2	6	0
Cc1ccc(N2C3=C(C(=O)CC(C)(C)C3)C(c3cn(C)nc3C)C3=C2CC(C)(C)CC3=O)cc1	-4	-63	0	-95	7	8	-11	-6	-133	-56
O=C(COc1ccccc1C(=O)NCc1ccncc1)Nc1ccc(Br)cc1	-3	4	8	-4	1	1	7	-3	0	2
CC(=O)Nc1ccc(NC(=O)c2ccccc2Nc2ccccc2)cc1	2	-1	-10	-24	8	3	22	7	7	-2
CCCn1cc(CN2CCCC(CNC(=O)c3ccc(F)cc3)C2)c(C)n1 (configuration not stated)	4	-2	7	2	4	-2	-16	1	-2	-5
O=C(O)/C=C\C(=O)NCc1ccccc1	3	0	-1	1	1	1	-8	2	-4	-2
CCN(CC(=O)NC1CCS(=O)(=O)C1)S(=O)(=O)c1cc(C)ccc1C (configuration not stated)	1	-21	0	0	9	0	-3	-10	12	0
COc1ccc(-c2ccoc2)cc1[C@H]1[C@H]2C=CC[C@@H](C)[C@@H]2C(=O)N1Cc1ccccc1	3	-2	-5	-6	5	-3	-2	2	-47	-12

Quoted from the listing:
`CC(=O)Nc1ccc(NC(=O)c2ccccc2Nc2ccccc2)cc1` in DDE Tn7 FP inh is listed with 2
`CCn1cc(C(=O)NC(=S)Nc2cccc(O)c2)cn1` in ADAM17 inh is listed with -3

Part of the list above in another layout:
The line under a structure holds: DDE Tn7 FP inh, PLC-gamma1 inh, DDE Tn6 FP inh, PLC-beta3 inh, ARFGAP1 inh, SIAE primary, ASAP1 GAP inh, TDP2 inh, ADAM10 inh, ADAM17 inh
- Cc1cc(C)n2c(Nc3ccc4c(c3)OCCO4)c(-c3ccc(C)o3)nc2n1
→ -3, -56, -8, -62, -8, 17*, -8, -2, -12, -2
- C=CCOc1ccc(CNC(C)(C)C)cc1OC
→ -5, -1, -4, 5, 6, 3, -11, 3, -1, 1
- Cc1ccc(C)c(NC(=S)NCC(c2cccnc2)N2CCOCC2)c1 (configuration not stated)
→ 7, -3, -1, 3, -1, 11, 7, 0, 8, 5
- O=C(Cc1ccc(Cl)cc1)NN1C(=O)c2ccccc2C1=O
→ -4, 11*, -7, 4, -5, -13, 9, -21, 9, 6
- Cc1cccc(NC(=O)c2cc(NC(=O)c3ccccc3)ccc2N2CCCCC2)c1
→ 3, 0, -1, -1, 4, -2, -3, 10, 2, 0
- Cc1ccc(C)c(NC(=O)CN(C)C(=O)c2oc3c(Cl)cccc3c2C)c1
→ -9, 3, 4, -10, 22, -7, 12, -5, -1, -4
- O=C1CC(c2ccc(O)c(O)c2)Oc2c1ccc(O)c2O (configuration not stated)
→ 3, 5, 1, -7, -11, 11, -1, -11, 6, 1
- O=C1CCCCC1C(=O)c1ccccc1 (configuration not stated)
→ -9, 1, 1, -2, 3, -3, 7, -2, -1, -4
- COc1ccc(NC(=O)C2CSC(C)(C)N2C=O)cc1 (configuration not stated)
→ 4, 1, -3, 0, 2, -1, 8, 9, 4, -3
- COc1ccc(C(=O)NCc2nnc(SCC(=O)N3CCCCC3)o2)cc1OC
→ 5, 1, 9, -18, -5, -4, 7, 0, 0, -4
- COc1ccc(-c2sc3cc4c(cc3c2C#CC2(N)CCCCC2)OCO4)cc1
→ 3, -29, -5, -44, 12, 0, 18, 2, -60, -21
- COc1ccccc1C(=O)NNC(=O)c1ccc(F)cc1
→ 10, 1, 1, 1, 1, 3, 7, 9, 5, -4

Random draw from the library; any-hit rate near 3.6%.
